# TDP43 rescue – TDP-43 toxicity inhibition in yeast. TDP-43 expressing yeast growth rescue, BacTiter-Glo, 24 h. Potency, µM (series often up to 46.1 µM), inactives show at the highest dose growth rescue (activation), actives largely listed as activators. 410,000 tested, 1.8% active; note: % of control where 0% means no effect; nearly all actives have a fitted effect of over 50% in size
#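 Luminescence from BacTiter-Glo reports growth of TDP-43-expressing yeast after 24 hr at 30 deg C with compound. Cells were raffinose-pregrown to mid-log, then seeded in galactose medium at OD600=0.02.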
# GLP-1R inv ag – acts as inverse agonist at human GLP-1 receptor | P43220 | HEK293 GLP-1R CRE-luciferase, luminescence, 24 h; GLP-1R form is constitutively active | Potency, µM (doses to about 38.3 µM), without a hit: at the highest dose activity change, negative = inhibition, hits mostly inhibitors | 410,000 tested, 1.6% active | AID 624417; note: % is set by controls: 0 for no effect and ±100 for the full control effect; nearly all actives have a fitted effect of over 55% in size
# Target sequence (P43220 whole entry, looked up): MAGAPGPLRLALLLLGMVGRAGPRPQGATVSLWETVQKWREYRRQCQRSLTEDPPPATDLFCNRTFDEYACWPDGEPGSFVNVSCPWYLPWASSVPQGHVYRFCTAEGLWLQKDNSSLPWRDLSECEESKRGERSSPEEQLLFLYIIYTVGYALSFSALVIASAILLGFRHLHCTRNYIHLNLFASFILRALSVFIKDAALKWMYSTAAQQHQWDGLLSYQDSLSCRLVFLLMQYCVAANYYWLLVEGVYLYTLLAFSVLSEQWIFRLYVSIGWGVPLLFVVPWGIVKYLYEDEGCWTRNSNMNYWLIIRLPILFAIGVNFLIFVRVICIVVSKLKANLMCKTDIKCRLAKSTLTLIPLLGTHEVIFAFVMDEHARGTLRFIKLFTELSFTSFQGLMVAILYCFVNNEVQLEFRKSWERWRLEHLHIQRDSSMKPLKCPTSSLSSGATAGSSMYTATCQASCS
#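 GLP-1R inverse agonism mode: basal reporter luminescence in engineered HEK293 cells measured after one day of compound exposure at 37 deg C, with a 12 min room-temperature detection step.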
# HT1080 IDH1KD tx – toxicity to HT-1080 IDH1 knockdown cells (counter line); HT-1080 IDH1 knockdown viability, ATP luminescence, 48 h; Potency, µM (titrated, usually from 46.1 µM), for the others: at the highest dose activity, negative = toxicity, usual class: cytotoxic; 360,000 tested, 2% active; AID 686971;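 note: 0% = DMSO wells and -100% = cell-free medium wells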
#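 In this qHTS, HT-1080 cells depleted of IDH1 are exposed for 48 h at 37 °C to compound titrations. Toxicity is scored from CellTiter-Glo luminescence, with DMSO as full viability and medium alone as none.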
# GLP1R ag – agonists of human GLP-1 receptor. P43220. 380,000 tested, 0.007% active. Potency, µM (titrated, usually from 45.6 µM), without a hit: at the highest dose activation, hits mostly activators. HEK293 GLP-1R CRE-luciferase, luminescence, 4-6 h; cells express a hypersensitive GLP-1R form; note: % of control where 0% means no effect
# KB-3-1 tox – KB-3-1 parental cell cytotoxicity | Potency, µM (top dose mostly 46.1 µM), for inactives: top-dose activity change, negative = cytotoxic, most hits filed as cytotoxic | KB-3-1 viability, CellTiter-Glo ATP luminescence, 72 h | 400,000 tested, 1.4% active; note: % is set by controls: 0 for no effect and ±100 for the full control effect; nearly all actives have a fitted effect of over 60% in size
#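 Cytotoxicity measured as CellTiter-Glo luminescence after 72 h at 37 C. Compound titrations were pinned onto drug-naive KB-3-1 parental adenocarcinoma cells grown in DMEM with 10% FBS, and normalized data fitted to concentration-response curves.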
# HT1080NT lethal – kills 2HG-producing HT-1080-NT fibrosarcoma cells; HT-1080-NT fibrosarcoma viability, CellTiter-Glo ATP luminescence, 48 h; Potency, µM (doses to about 46.1 µM), inactives show at the top dose activity, negative = less viability, usual class: cytotoxic; 360,000 tested, 1.6% active;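 note: NT is the 2HG producing partner of a matched IDH1 knockdown line; 0% = DMSO-treated cells and -100% = media-only wells without cells; nearly all actives have a fitted effect of over 55% in size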
#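 Toxicity toward the 2HG-producing NT line was scored as %Activity, normalised to DMSO and no-cell wells, from CellTiter-Glo luminescence after 48 hours' treatment.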
# GLP1R cytotox – cytotoxicity in counter-screen for GLP-1R inverse agonists | 410,000 tested, 0.13% active | HEK293 cAMP-luciferase reporter cells, luminescence, 24 h | Potency, µM (doses to about 38.3 µM), inactives show at the top dose activity change, negative = inhibition, hits mostly inhibitors;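 note: loss of luciferase light is scored as toxicity; % is set by controls: 0 for no effect and ±100 for the full control effect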
#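 Here, cytotoxicity is scored as loss of luminescence. The MLSMR collection was tested on cells seeded in medium containing 10% Nu serum, with a 24 hr compound exposure preceded by 12 hours of culture.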
# SW480 rerep – induces DNA re-replication in SW480 colon adenocarcinoma cells; SW480 DNA re-replication, Hoechst DNA content imaging, 48 h; Potency, µM (doses to about 46.1 µM), inactives show at the top dose re-replication activation, usual class: activators; 340,000 tested, 1.8% active; note: % of control where 0% means no effect; nearly all actives have a fitted effect of over 55% in size
#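 Image-based DNA-content assay: after two days of treatment, nuclei were labelled with the DNA dye Hoechst and imaged, and hits were compounds raising the count of nuclei showing high fluorescence intensity.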
# KB-V1 MDR tox – KB-V1 MDR subline cytotoxicity; KB-V1 MDR cells viability, CellTiter-Glo, 72 h; Potency, µM (top dose mostly 46.1 µM), for the others: top-dose activity change, negative = cytotoxicity, most hits filed as cytotoxic; 400,000 tested, 3.4% active; AID 1347076; note: % is set by controls: 0 for no effect and ±100 for the full control effect; nearly all actives have a fitted effect of over 60% in size
#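 Drug-selected KB-V1 cells, grown in DMEM lacking phenol red with 10% FBS, receive compound titrations; after three days at 37 degrees C, surviving cell ATP is quantified by CellTiter-Glo luminescence and responses normalized and curve-fitted.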
# The depositor's hits bear a star; ? = inconclusive; nt = not tested or not shown; & = joins results of further samples; [ ] = dose if it differs, or a comment. Calls come from the whole dose curve; as a rule, active = well fitted curve in the direction sought with a large enough effect; inconclusive = small, poorly fitted or top-dose-only effect, or another doubt; inactive = no such curve, though single readings can be large; an effect the other way counts as inactive or inconclusive. Potency is the fitted concentration of half-maximal effect. An unsorted share of the library; any-hit rate near 9.4%.
# Start of the data: the first 7 records as a preview:
# Short keys – A = TDP43 rescue; B = GLP-1R inv ag; C = HT1080 IDH1KD tx; D = GLP1R ag; E = KB-3-1 tox; F = HT1080NT lethal; G = GLP1R cytotox; H = SW480 rerep; I = KB-V1 MDR tox
CC/C(=N/N=C(\CC)c1ccccc1)c1ccccc1
  A: 6% | B: -12% | C: 1% | D: -10% | E: 8% | F: 5% | G: -6% | H: ? | I: 3%

CC12CC(NC(=O)N1CCc1ccccc1)c1cc(Cl)ccc1O2 (stereo not drawn)
  A: 7% | B: -8% | C: 3% | D: -4% | E: -4% | F: 1% | G: -4% | H: -6% | I: -18%

Cc1nn(Cc2ccc(Cl)c(Cl)c2)c(C)c1NC(=O)c1sc2ccccc2c1Cl
  A: 17% | B: ? | C: ? | D: 2% | E: ? | F: -20% | G: -34% | H: 1% | I: ?

C1=C(c2cn(-c3nc4ccccc4s3)nn2)CCCC1
  A: 16% | B: -6% | C: 3% | D: -3% | E: 3% | F: 4% | G: 16% | H: nt | I: ?

Cc1cccc(Oc2cnn(C(C)(C)C)c(=O)c2Cl)c1
  A: 10µM* | B: ? | C: 3% | D: 1% | E: -10% | F: -1% | G: -12% | H: -17% | I: -2%

O=C1CC(C(F)(F)C(F)(F)C(F)(F)C(F)(F)F)=Nc2ccccc2N1
  A: 9% | B: ? | C: -10% | D: 3% | E: -2% | F: -11% | G: -18% | H: 0% | I: 2%

CCCCNS(=O)(=O)c1ccc2nc(-c3cccnc3)cc(C(=O)NC(C)C)c2c1
  A: 18%&15% | B: -7%&1% | C: ? | D: -5% | E: -4%&3% | F: ? | G: 8%&-2% | H: -13% | I: 6%&-9%

# Results, from the first entry:
# Short keys – A = TDP43 rescue; B = GLP-1R inv ag; C = HT1080 IDH1KD tx; D = GLP1R ag; E = KB-3-1 tox; F = HT1080NT lethal; G = GLP1R cytotox; H = SW480 rerep; I = KB-V1 MDR tox
CC/C(=N/N=C(\CC)c1ccccc1)c1ccccc1
  A: 6% | B: -12% | C: 1% | D: -10% | E: 8% | F: 5% | G: -6% | H: ? | I: 3%

CC12CC(NC(=O)N1CCc1ccccc1)c1cc(Cl)ccc1O2 (stereo not drawn)
  A: 7% | B: -8% | C: 3% | D: -4% | E: -4% | F: 1% | G: -4% | H: -6% | I: -18%

Cc1nn(Cc2ccc(Cl)c(Cl)c2)c(C)c1NC(=O)c1sc2ccccc2c1Cl
  A: 17% | B: ? | C: ? | D: 2% | E: ? | F: -20% | G: -34% | H: 1% | I: ?

C1=C(c2cn(-c3nc4ccccc4s3)nn2)CCCC1
  A: 16% | B: -6% | C: 3% | D: -3% | E: 3% | F: 4% | G: 16% | H: nt | I: ?

Cc1cccc(Oc2cnn(C(C)(C)C)c(=O)c2Cl)c1
  A: 10µM* | B: ? | C: 3% | D: 1% | E: -10% | F: -1% | G: -12% | H: -17% | I: -2%

O=C1CC(C(F)(F)C(F)(F)C(F)(F)C(F)(F)F)=Nc2ccccc2N1
  A: 9% | B: ? | C: -10% | D: 3% | E: -2% | F: -11% | G: -18% | H: 0% | I: 2%

CCCCNS(=O)(=O)c1ccc2nc(-c3cccnc3)cc(C(=O)NC(C)C)c2c1
  A: 18%&15% | B: -7%&1% | C: ? | D: -5% | E: -4%&3% | F: ? | G: 8%&-2% | H: -13% | I: 6%&-9%

Cn1c2ccccc2c(=O)c2c(O)cccc21
  A: 13%[9.22 µM] | B: 2% | C: -5% | D: 11% | E: -3% | F: -2% | G: 24% | H: 5% | I: -7%

O=C(Cn1c(Cn2c(-c3cnccn3)nc3ccccc32)nc2ccccc21)c1ccc(OC(F)(F)F)cc1
  A: 0% | B: 9% | C: 4% | D: -3% | E: 15% | F: 14% | G: -13% | H: nt | I: 21%

CN(N)C(=S)Nc1ccc(Cl)cc1
  A: 14% | B: -18%[7.66 µM] | C: 8% | D: 0% | E: -19% | F: 24% | G: 0%[7.66 µM] | H: 1% | I: -16%

CC(C)Sc1nnc(NC(=O)C2CC2)s1
  A: 16% | B: 9% | C: 7% | D: 0% | E: 2% | F: -2% | G: 2% | H: -12% | I: 13%

Cc1cccnc1NC(=O)c1cccc(S(=O)(=O)NCc2ccccc2)c1
  A: -10% | B: -10% | C: -2% | D: 3% | E: 17% | F: 1% | G: -6% | H: -719%[inhibitor] | I: 0%

COc1ccc2c(c1)c1ncn(CCN3CCCC3)c(=O)c1n2C
  A: 25% | B: 5% | C: -4% | D: 21% | E: 7% | F: 4% | G: -9% | H: -4% | I: 8.2µM*

CCC(C)(C)n1nnnc1C(c1cc2cc(C)ccc2[nH]c1=O)N1CCCC1 (stereo not drawn)
  A: -5% | B: 5% | C: -3% | D: 3% | E: -2% | F: -10% | G: -23% | H: 0% | I: ?

Cc1cc(C)n2nc(C(=O)OCC(=O)N(C)C3CCCCC3)nc2n1
  A: 4% | B: 3% | C: 1% | D: -10% | E: -1% | F: 9% | G: -5% | H: ? | I: 0%

CCc1nnc(SCC(=O)Nc2nc(C)c(C(=O)N(C)C)s2)n1CC
  A: 25% | B: 14% | C: 0% | D: -11% | E: 12% | F: 1% | G: 0% | H: -3% | I: -1%

CO/N=C/c1cccn1-c1nccc(N(C)C)c1C#N
  A: -10% | B: -19% | C: -2% | D: 1% | E: -5% | F: 2% | G: -6% | H: 20% | I: -5%

CC(C)CC(=O)N1CCN(c2ccc(NC(=O)c3ccco3)cc2)CC1
  A: -6% | B: 1% | C: 19% | D: 3% | E: -16% | F: 13% | G: -5% | H: -19% | I: -18%

COC(CCN(C)C)(c1ccccc1)c1ccccc1
  A: 2% | B: ? | C: ? | D: -1% | E: -5% | F: 0% | G: -38% | H: 0% | I: -27%

CCCCNC(=O)CCCn1c(=S)[nH]c2cc3c(cc2c1=O)OCO3
  A: 29% | B: 5% | C: 3% | D: 4% | E: 5% | F: -1% | G: 1% | H: -11% | I: -9%

CCOc1cc(S(=O)(=O)n2nc(C)cc2C)ccc1Br
  A: 31% | B: ? | C: -12% | D: 23% | E: -2% | F: -5% | G: 13% | H: 1% | I: ?

COc1ccccc1NC(=S)N(CCCN1CCOCC1)Cc1ccccn1
  A: -24% | B: 1% | C: 24% | D: 6% | E: 25% | F: 11% | G: -2% | H: -1% | I: 1%

NC(=S)NC(=O)c1ccccc1
  A: 13% | B: 1% | C: 4% | D: 10% | E: 4% | F: 3% | G: -5% | H: 2% | I: 20%

COc1ccc(-n2nc(-c3ccc(C)cc3)c3cnc4cc(F)c(F)cc4c32)cc1
  A: 22% | B: -1% | C: nt | D: 0% | E: 2% | F: nt | G: 3% | H: nt | I: 8%

Cc1ccc(-c2nc(=S)c3c(n2CC2CCCO2)CC(C)(C)OC3)cc1 (stereo not drawn)
  A: -14% | B: 27% | C: 2% | D: -8% | E: -6% | F: 11% | G: 6% | H: -1% | I: ?

O=S(=O)(/N=C(/c1ccccc1)N1CCOCC1)c1ccc(Br)cc1
  A: 13% | B: -14% | C: 3% | D: 0% | E: 3% | F: -6% | G: -17% | H: 19% | I: 5%

OCC1C2c3ccccc3C(c3ccccc32)C1CO (stereo not drawn)
  A: 0% | B: 0% | C: 26% | D: 7% | E: -2% | F: 4% | G: ? | H: 9% | I: -6%

O=C(/C=C/c1ccccc1)N1CCN(c2cccc(Cl)n2)CC1
  A: 8% | B: 0% | C: -1% | D: -6% | E: 12% | F: -15% | G: 1% | H: -2% | I: 18µM*

CCOC(=O)NNC1CC(=O)N(c2ccc(OC)cc2)C1=O (stereo not drawn)
  A: -5% | B: 9% | C: 2% | D: 0% | E: 0% | F: 1% | G: -3% | H: -5% | I: 0%

CON(C)S(=O)(=O)c1cccc(C(=O)NC2CCSc3ccccc32)c1 (stereo not drawn)
  A: -10% | B: ? | C: 6% | D: 10% | E: -13% | F: 12% | G: -10% | H: 4% | I: ?

CC(=O)NS(=O)(=O)c1ccc(NC(=O)NC2CCCCC2)cc1
  A: -4% | B: 0% | C: 6% | D: -5% | E: -4% | F: 5% | G: 3% | H: -10% | I: 11%

O=C(O)C[C@H]1c2ccccc2S(=O)(=O)N1C1CCCCC1
  A: 23% | B: 9% | C: 23% | D: -1% | E: 0%&1% | F: 20% | G: -7% | H: -3% | I: ?

COc1ccc(CCNC(=O)c2ccc(Cn3c(=O)c4ccccc4n(Cc4cccc(F)c4)c3=O)cc2)cc1OC
  A: 26% | B: ? | C: nt | D: 0% | E: -26% | F: nt | G: ? | H: nt | I: -15%

CC1CCCN(S(=O)(=O)c2ccc(NC(=O)CN3CCCCC3)cc2)C1 (stereo not drawn)
  A: -7% | B: 22µM* | C: 2% | D: 18% | E: -1% | F: -1% | G: 1% | H: 14% | I: 0%

O=C(NCc1ccccc1)C1=C[C@H](c2ccc(C(F)(F)F)cc2)C[C@H](OCc2ccc(CO)cc2)O1
  A: 8% | B: ? | C: -10% | D: 3% | E: -1% | F: -13% | G: -4% | H: -16%[9.22 µM] | I: 7%

O=C(NC1CC1)C1=C[C@H](c2c[nH]c3ccccc23)C[C@H](OCc2ccc(CO)cc2)O1
  A: -5% | B: 0% | C: 1% | D: -1% | E: 2% | F: 3% | G: -10% | H: -1% | I: 5%

CN(C)CCCC(C)(O)C(C)(C)c1ccccc1 (stereo not drawn)
  A: 4% | B: ? | C: 13% | D: -2% | E: -3% | F: 1% | G: 11% | H: -122%[inhibitor] | I: -10%

CCn1c(=O)cc(OCC(=O)Nc2cc(OC)c(OC)c(OC)c2)c2ccccc21
  A: 14% | B: 5% | C: nt | D: 12% | E: 12% | F: nt | G: -5% | H: nt | I: -9%

CCN(CC)CCNC(=O)C1CCCCN1S(=O)(=O)c1cccc([N+](=O)[O-])c1 (stereo not drawn)
  A: 7% | B: -24% | C: 9% | D: 7% | E: -3% | F: 10% | G: 8% | H: 1% | I: -3%

Clc1ccc2nc(-c3ccc(Cl)nc3)[nH]c2c1
  A: 20% | B: -8% | C: -29% | D: 13% | E: -35% | F: -16% | G: -6% | H: 13µM* | I: ?

Cc1ccc(CNC(=O)CSCc2ccccc2)cc1
  A: 24% | B: ? | C: 7% | D: 16% | E: -2% | F: 3% | G: -17% | H: -64%[inhibitor] | I: 1%
